Rev-erbA mod: Rev-erb alpha (human) modulation. P20393. Rev-erbα–FITC-DNA binding, fluorescence polarization, 90 min. activity, % at 10 µM. 370,000 compounds, 0.79% hits. AID 1259318;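 active = activity above about 14%, limit read from the data; passing the limit was not always enough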;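 note: 0% = DMSO wells with 35 nM protein and 100% = DMSO wells with 750 nM protein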
UHRF1 MBD2 ctr: UHRF1 methyl-DNA binding inhibition | Q96T88 | UHRF1 binding to methylated oligo, TR-FRET | inhibition, % at 4.4 µM | 370,000 compounds, 0.75% hits; in the data active = inhibition above about 21%;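 note: UHRF1 SRA domain binding a hemimethylated CpG hairpin DNA probe; 0% = median of test compound wells and 100% = reference inhibitor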
Tn6 DDE FP: inhibitors of Tn6 peptide binding to human fibrin DD(E) | P02675 | Fibrin DD(E) TRITC-Tn6 fluorescence polarization displacement | inhibition, % at 8.3 µM | 370,000 compounds, 0.21% hits | AID 720509;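 active = inhibition above a per-campaign cutoff: mean of compounds within control limits plus 3 SD, cut at about 15% in these data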;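 note: 0% = median of all compound wells on the plate and 100% = blocking peptide control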
PLCb3 inh: blocks human PLC-beta3 enzyme activity; AID 720704; 370,000 compounds, 0.18% hits; Purified PLC-beta3, fluorogenic substrate, fluorescence; inhibition, % at 12.2 µM; in the data active = inhibition above about 11%;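 note: 0% = median of compound wells on plate and 100% = full blocker control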
ARFGAP1 inh: inhibits rat ARF GTPase activating protein 1; inhibition, % at 16.5 µM; 360,000 compounds, 0.26% hits; Q62848; Arfgap1-stimulated ARF1 GTP hydrolysis, GDP FP detection;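 active = inhibition above a per-plate limit, mean inhibition of low control wells plus 3 SD, cut at about 25% in these data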;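 note: 0% = DMSO wells with enzyme and 100% = wells lacking Arfgap1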
Target sequence (Q62848 1-136 limits assumed): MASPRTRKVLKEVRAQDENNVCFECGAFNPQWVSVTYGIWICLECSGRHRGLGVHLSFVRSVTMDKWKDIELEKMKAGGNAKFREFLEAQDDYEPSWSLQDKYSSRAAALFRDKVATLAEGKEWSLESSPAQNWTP
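material = rat Arfgap1 catalytic domain, aa 1-136 | also added = human ARF1(Δ1-17)-GTP substrate | compound dosing = one concentration, 16.5 µM, DMSO 1.26% | times = GTP hydrolysis reaction 2 h at 25 °C | measured by = FP, GDP Alexa 633 tracer displaced from anti-GDP antibody, 620/688 nm | evaluation = percent inhibition of Arfgap1-stimulated GTP hydrolysis | replication = single well per compound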
ASAP1 GAP inh: ASAP1 ArfGAP inhibition. 360,000 compounds, 0.19% hits. inhibition, % at 16.5 µM. AID 624377. Q9ULH1. ASAP1-stimulated ARF1 GTP hydrolysis, GDP FP detection; in the data active = inhibition above about 25%;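 note: 0% = vehicle with enzyme and substrate and 100% = no enzyme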
Target sequence (Q9ULH1 325-724 limits assumed): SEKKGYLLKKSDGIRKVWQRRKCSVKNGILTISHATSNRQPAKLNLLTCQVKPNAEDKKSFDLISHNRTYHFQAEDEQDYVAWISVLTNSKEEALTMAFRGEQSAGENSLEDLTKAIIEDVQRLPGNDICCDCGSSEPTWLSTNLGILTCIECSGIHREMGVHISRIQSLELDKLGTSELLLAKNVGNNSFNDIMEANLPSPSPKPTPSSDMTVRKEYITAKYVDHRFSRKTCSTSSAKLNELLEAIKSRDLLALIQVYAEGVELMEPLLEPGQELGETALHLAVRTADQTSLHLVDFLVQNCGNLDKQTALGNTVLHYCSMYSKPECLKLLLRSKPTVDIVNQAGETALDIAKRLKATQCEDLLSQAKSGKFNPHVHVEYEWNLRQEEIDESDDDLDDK
Tn7 DDE FP: disrupts Tn7 cyclic peptide binding to fibrin D-Dimer-E complex. P02675. FP displacement of FITC-Tn7 peptide from fibrin DD(E); 0% = median of compound wells per plate. inhibition, % at 8.3 µM. 370,000 compounds, 0.13% hits. AID 720508;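 active = inhibition above the mean of compounds falling within the control limits plus 3 SD of them, cut at about 14% in these data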;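 note: 0% = plate median of compound wells and 100% = 10 µM Aha-Tn7 peptide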
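Assay system: Human fibrin DD(E) protein | Medium: Tris buffer with calcium and detergent, pH 7.8 | Reagent: 0.1 µM fluorescent Tn7 | Compound dosing: Single point at 8.3 µM | Times: 10 min preincubation, 3 h with tracer, room temperature | Detection: Fluorescence polarization of the labelled Tn7 tracer | Controls: Aha-Tn7 high control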
PLCg1 inh: PLC-gamma1 (human) inhibition, primary screen; P19174; purified PLC-gamma1, fluorogenic substrate, fluorescence; inhibition, % at 12.2 µM; 370,000 compounds, 0.84% hits; AID 720700; in the data active = inhibition above about 9.5%
HGIII-sPLA2 inh: Inhibits HGIII-sPLA2 liposome hydrolysis, primary screen; Q9NZ20; QFRET BODIPY PC-A2 liposome hydrolysis, fluorescence; inhibition, % at 12.2 µM; 370,000 compounds, 0.56% hits;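 active = inhibition above mean plus 3 SD of compounds lying within the high and low control bounds, cut at about 19% in these data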;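 note: 0% = median of test compound wells and 100% = no enzyme DMSO wells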
proKLK7 act: activators of human kallikrein-7 zymogen; P49862; 370,000 compounds, 0.9% hits; activation, % at 7 µM; purified proKLK7, EDANS-DABCYL substrate fluorescence; 100% is mature enzyme control, 0% vehicle;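 active = activation above the mean of all tested compounds plus 3 SD, computed per campaign excluding outliers beyond control limits, cut at about 13% in these data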
Target sequence (P49862 whole entry, looked up): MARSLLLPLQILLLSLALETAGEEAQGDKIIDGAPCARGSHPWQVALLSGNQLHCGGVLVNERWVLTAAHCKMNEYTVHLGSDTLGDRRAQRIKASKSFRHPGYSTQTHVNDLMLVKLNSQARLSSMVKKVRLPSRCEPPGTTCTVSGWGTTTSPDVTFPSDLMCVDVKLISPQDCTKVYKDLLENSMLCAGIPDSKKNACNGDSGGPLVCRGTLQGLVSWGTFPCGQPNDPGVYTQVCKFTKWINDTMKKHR
* hit, by the source's call; i = inactive.

PLCb3 inh	Tn7 DDE FP	ARFGAP1 inh	canonical_smiles	Tn6 DDE FP	HGIII-sPLA2 inh	PLCg1 inh	Rev-erbA mod	ASAP1 GAP inh	proKLK7 act	UHRF1 MBD2 ctr
-17	7	3	Cc1ccc(S(=O)(=O)N2CCN(Cc3cc(=O)n4ccccc4n3)CC2)cc1C	8	7	-7	-5	3	-0.7	0
-9	-1	-3	Nc1nnc(SCc2ccccc2F)s1	7	1	2	-1	-17	-0.1	-4
-9	0	0	COc1cccc(NC(=O)NNC(=O)COc2ccc3ccccc3c2)c1	0	-46	-2	6	6	0.0	-1
4	-3	-1	Cc1ccccc1-c1csc(C(C)(O)c2cccnc2)n1 (stereo not drawn)	-1	-1	4	6	9	-0.7	-1
-3	4	3	Cc1ccc(-c2nc(CSCC(=O)NCCCN3CCOCC3)c(C)o2)cc1	3	6	-2	1	-11	0.3	3
-5	-1	5	CCOC(=O)c1ccc(NC(=S)N2CCN(CCO)CC2)cc1	2	3	1	-1	-1	0.2	-1
-4	-8	2	O=C(COc1cc(Cl)ccc1Cl)Nc1ccc2[nH]c(=O)[nH]c2c1	-13	-1	-2	-12	-6	0.6	0
-7	1	4	CC(C)(CNC(=O)c1cccc(F)c1)CNC(=O)c1cccc(F)c1	1	15	3	-1	-9	-0.2	0
-5	-1	-12	Cc1ccc(C(=O)OCC(=O)NCc2ccccc2)cc1S(=O)(=O)N1CCCCC1	6	-5	4	-1	1	0.9	1
2	-9	5	C=CCNC(=O)C1CC1(c1ccccc1)c1ccccc1 (stereo not drawn)	-4	2	3	3	-1	0.2	1
-16	7	-10	CCc1nc(N)c(C#N)c(-c2cccnc2)c1C	0	1	-10	-2	-1	0.3	2
2	0	6	N#CCOc1ccccc1CNC[C@H]1O[C@@H](n2cnc(C(N)=O)n2)[C@H](O)[C@@H]1O	-10	12	4	16*	6	-0.5	4
-3	-5	-9	O=C(O)c1ccc(CSc2nnc(COc3ccccc3)o2)cc1	-1	-4	0	-1	13	0.1	5
3	2	5	Cc1cc(C(=O)N/N=C/c2cccc([N+](=O)[O-])c2)c2ccccc2n1	-3	-1	2	2	5	-0.9	1
-5	5	0	CC(CN1CCN(C)CC1)OC(=O)c1ccc(F)cc1 (stereo not drawn)	5	1	-1	5	-2	0.3	-3
-1	-4	11	CC1S/C(=C(\C#N)C(N)=O)N(c2ccc(F)cc2)C1=O (stereo not drawn)	-6	-17	-2	3	-6	-0.1	0
-5	2	1	O=C(CS(=O)(=O)Cc1ccccc1)Nc1ccc2c(c1)OCO2	-2	-6	-6	1	9	0.4	1
1	4	14	CCCCN(C(=O)CSCC(=O)Nc1ccc(OC)cc1)c1c(N)n(Cc2ccccc2)c(=O)[nH]c1=O	1	-2	2	-3	-9	-0.5	-1
-4	4	14	Cc1[nH]nc(SCC(=O)N2CCCCCC2)c1[N+](=O)[O-]	-2	-1	3	0	-10	-0.5	4
3	-6	-4	CCOC(=O)c1cnc(NCc2ccccc2)nc1C	-6	-5	0	1	-2	-0.2	0
4	-7	1	Cc1nc2nc[nH]n2c(=O)c1NS(C)(=O)=O	0	2	8	3	26*	-0.1	2
3	4	-2	Cc1[nH]c2ccccc2c1CN1CCC(Cc2ccccc2)CC1	6	-12	0	7	-6	0.5	-3
0	0	-5	Clc1ccccc1CSc1nnc(Cn2cnc3ccccc32)n1-c1ccccc1	0	-11	3	-2	-2	-0.6	-1
-84	-5	7	CC(C)N(C(=O)COC(=O)c1cccc(N(C)C)c1)c1ccccc1	0	-7	-59	2	3	-0.1	-2
4	0	11	CC(C)(C)C(=O)N1CCN(c2ccc([N+](=O)[O-])c(NCc3cccnc3)c2)CC1	2	-7	6	1	4	0.4	-8

Some entries already given, limited to HGIII-sPLA2 inh:
SMILES | HGIII-sPLA2 inh
CC(C)N(C(=O)COC(=O)c1cccc(N(C)C)c1)c1ccccc1 | -7
Cc1[nH]nc(SCC(=O)N2CCCCCC2)c1[N+](=O)[O-] | -1

Additional records follow.
PLCb3 inh	Tn7 DDE FP	ARFGAP1 inh	canonical_smiles	Tn6 DDE FP	HGIII-sPLA2 inh	PLCg1 inh	Rev-erbA mod	ASAP1 GAP inh	proKLK7 act	UHRF1 MBD2 ctr
-10	5	8	Brc1ccc(OCCOCCOc2cccc3cccnc23)cc1	0	-18	-8	-4	10	0.8	-4
5	4	2	COc1ccc(NC(=O)NCc2ccco2)c(OC)c1	6	0	2	1	12	0.8	1
-2	-3	9	COc1ccc(C2(c3ccc(OC)cc3)NC(=O)NC2=O)cc1	3	-1	0	-3	9	0.1	1
1	1	-3	COCCn1nnnc1C(c1ccc(OC)c(OC)c1)N1CCN(c2nc3ccccc3s2)CC1 (stereo not drawn)	-9	-11	0	-7	-8	0.2	-1
-2	-4	7	Cc1cc(-c2n[nH]c(=S)n2/N=C/c2cccc(O)c2)n[nH]1	5	10	0	-4	3	0.3	1
3	-1	4	COc1cc(NC(=O)c2ccccc2-n2cnnn2)cc(OC)c1	-5	14	3	-3	-1	-0.1	1
1	4	4	OC(c1ccccn1)C(O)c1ccccn1 (stereo not drawn)	2	-3	-2	1	7	-0.3	-3
1	-4	1	O=C(NOCc1ccccc1)c1cccc([N+](=O)[O-])c1	5	0	-3	4	-6	0.1	0
-11	-5	3	O=C(NCCc1nnc2ccc(NCc3ccc(F)cc3)nn12)c1ccccc1	-5	-4	0	-7	-8	0.1	0
2	2	5	CC(C)(C)OC(=O)C[C@H]1C/C=C\C[C@@H](CC(=O)NCCO)C(=O)NC[C@@H](c2ccccc2)OC1=O	8	1	2	0	-10	0.5	-2
-15	-1	5	Cc1cccc(CNC(=O)c2ccc3nc(Cc4ccccc4F)oc3c2)n1	7	-6	-6	-2	-3	-0.6	1
-2	2	0	Cc1[nH][nH]c(=O)c1N=Nc1ccccc1Cl	1	10	1	6	9	0.5	-15
-32	0	3	COc1cc(C(CCN2CCCC2)c2c(OC)cc(OC)c3ccc(=O)oc23)cc(OC)c1OC (stereo not drawn)	-7	0	-21	2	12	1.3	3
3	0	-7	O=C(CCc1ccccc1)NC(=S)Nc1ccccc1Br	3	-1	1	-1	-1	-0.7	-2
3	4	7	COc1ccc(C(C(=O)NC2CCCCC2)N(Cc2cccs2)C(=O)Cc2c[nH]c3ccccc23)cc1OC (stereo not drawn)	-3	-25	-2	7	17	0.1	6
1	-2	5	CC1CCCCN1C(=O)COC(=O)c1cccc(NS(=O)(=O)c2ccccc2)c1 (stereo not drawn)	3	-28	5	-2	0	0.1	-1
-49	-5	-1	N#C/C(=C/c1ccc(-c2ccc(S(=O)(=O)N3CCOCC3)cc2)o1)C(=O)NC1CC1	-1	6	-37	0	-8	-0.2	2
-6	15*	-11	COc1ccc(S(=O)(=O)N2CCN(CC(=O)NCCc3cccs3)CC2)cc1	5	7	-2	-5	12	0.2	-1
4	-2	1	C(#CCN1CCOCC1)COCCCOC(c1ccccc1)c1ccccc1	-3	-1	-1	-4	-7	0.2	3
-7	-1	5	CCCC1=Nc2cc(C(=O)NCCCN3CCN(C)CC3)ccc2Sc2ccccc21	0	-11	-1	-4	8	0.2	0
7	-2	-10	COC(=O)c1ccccc1NC(=O)C1CCN(C(=O)c2ccc(OC)cc2)CC1	-1	1	4	3	-8	0.2	4
0	7	-1	COc1ccc(OCC(=O)N2CCCC(Nc3ccc(C)c(C)c3)C2)cc1 (stereo not drawn)	2	0	1	0	-2	-0.2	1
-15	6	25*	O=C(Cc1c[nH]c2ccccc12)Nc1ccc(Nc2cccnc2)c(-c2cc(F)cc(F)c2)c1	3	-47	-10	3	5	-0.5	-3
3	3	-9	COC(=O)c1ccc(N2C(=O)CC(N3CCOCC3)C2=O)cc1 (stereo not drawn)	4	-4	0	8	-1	1.1	-2
i	12	-4	CCC(NC(=O)OC(C)(C)C)C(=O)Oc1ccc2c3c(c(=O)oc2c1)CCC3 (stereo not drawn)	-3	0	i	-1	-13	107*	-2
1	2	0	CNC(=O)c1[nH]cnc1C(=O)N[C@@H](C)C(=O)OCc1ccccc1	2	-6	2	2	1	0.9	5
1	1	0	Cc1ccc(-c2nc3ccsc3c(=O)o2)cc1	2	-5	2	5	-4	-0.4	-2
4	-5	3	O=C(NCCCN1CCCC1=O)c1ccc(OC(F)(F)F)cc1	-7	1	0	2	4	0.0	3
-1	-1	3	O=C(NCCOc1ccccc1F)c1ccccc1SCc1ccc(F)cc1	3	-10	-1	3	-3	1.2	-1
-2	3	-10	N#Cc1ccc(C(=O)Nc2cccc3ccccc23)c(F)c1	0	-1	0	-7	3	-0.4	0
-4	4	12	COC(=O)c1ccc(C(=O)OC)c(NC(=O)Nc2ccc3c(c2)OCO3)c1	11	10	0	5	10	0.5	-1
-5	4	0	CCCNC1(C(N)=O)CCN(Cc2ccccc2)CC1	7	9	-2	-1	-7	-0.8	1
